KCNQ2 inh: KCNQ2 potassium channel inhibitors, primary screen, cell-based, CHO-K1, FluxOR thallium flux, B-score (AID 2156); O88943; 20 min; hits give low values; B-score at 10 µM; actives 1.1% (n = 310,000);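 active means fluorescence ratio B-score at most minus 3 library SDs, with starting brightness B-score within 2 library SDs, cut at about -5.5 in these data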
CHT inh: inhibitors of human choline transporter CHT. Q9GZV3. actives 0.86% (n = 310,000). B-score at 10 µM. AID 488975. CHT-expressing cells, membrane potential dye, choline response; hits give low values;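 active means B-score over 3 SD under the library average, and starting fluorescence ratio not unusually high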;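 further: choline stimulus applied at its EC90 after an EC20 pre-addition; B-score computed on integrated fluorescence ratio after choline addition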
Target sequence (Q9GZV3 whole entry, looked up): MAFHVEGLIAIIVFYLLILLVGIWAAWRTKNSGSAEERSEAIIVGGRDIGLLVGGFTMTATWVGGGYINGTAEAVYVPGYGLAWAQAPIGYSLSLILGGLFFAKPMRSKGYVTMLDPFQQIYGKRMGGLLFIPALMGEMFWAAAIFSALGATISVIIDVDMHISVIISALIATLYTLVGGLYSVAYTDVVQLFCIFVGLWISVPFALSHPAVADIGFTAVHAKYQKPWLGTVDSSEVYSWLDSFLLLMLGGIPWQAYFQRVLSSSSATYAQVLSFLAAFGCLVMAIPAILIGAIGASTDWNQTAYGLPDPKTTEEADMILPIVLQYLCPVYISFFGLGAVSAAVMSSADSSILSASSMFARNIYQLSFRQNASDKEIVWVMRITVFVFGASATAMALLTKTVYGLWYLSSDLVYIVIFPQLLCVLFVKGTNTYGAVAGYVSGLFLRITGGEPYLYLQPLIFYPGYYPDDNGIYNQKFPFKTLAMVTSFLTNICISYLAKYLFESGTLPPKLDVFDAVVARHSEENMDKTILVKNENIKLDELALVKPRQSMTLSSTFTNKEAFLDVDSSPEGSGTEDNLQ
Active calls of the source: *; i = inactive; . = not tested or not shown.

| nr | Molecule | KCNQ2 inh | CHT inh |
| --- | --- | --- | --- |
| 1 | Cc1ccc(S(=O)(=O)Nc2ccc(NC(=O)CN3CCCCC3)c(Cl)c2)cc1 | i | i |
| 2 | COc1ccc(C2CC(=O)N3CN(c4ccc(C)c(Cl)c4)CSC3=C2C#N)cc1 (stereo unspecified) | i | i |
| 3 | Cc1cccc(N2CCN(Cc3cc(=O)n4ccsc4n3)CC2)c1C | i | i |
| 4 | O=C(Cc1ccccc1Cl)N1CCN(c2ccccn2)CC1 | i | i |
| 5 | Cc1ccccc1CC(=O)NCCN1CCOCC1 | i | i |
| 6 | CN(CC(=O)NC1CCCCCCC1)S(=O)(=O)c1cccc2cccnc12 | i | i |
| 7 | O=C(Cn1ncc2c(=O)oc3ccccc3c21)NCCN1CCN(c2ccccc2F)CC1 | i | i |
| 8 | CCOC(=O)N1CCC(Nc2cccc(SC)c2)CC1 | i | i |
| 9 | COc1ccc(/C(=C/Nc2cccc(Br)c2)C(C)=O)cc1OC | i | i |
| 10 | Cc1cc(Nc2ccc(Br)cc2F)n2ncnc2n1 | i | i |
| 11 | COc1ccc(N2C(=NC(=O)C3CCCO3)SC3CS(=O)(=O)CC32)cc1 (stereo unspecified) | i | i |
| 12 | CN(C)S(=O)(=O)N1CCC(CO)(CCc2ccccc2)CC1 | i | i |
| 13 | COc1ccc(CC(=O)N2CCc3cc(OC)c(OC)cc3C2O)cc1OC (stereo unspecified) | i | i |
| 14 | Cc1cccc(NS(=O)(=O)c2ccc(-c3cnc(C4CC4)o3)cc2)c1C | i | i |
| 15 | COc1ccc(OC)c(C2C(C(=O)c3ccc(C)o3)=C(O)C(=O)N2CCN2CCOCC2)c1 (stereo unspecified) | i | i |
| 16 | CC(=O)N1CCOc2ccc(S(=O)(=O)N3CCN(c4cc(C)ccc4C)CC3)cc21 | i | i |
| 17 | CC(=O)C[C@H]1c2cc(C(F)(F)F)ccc2S(=O)(=O)N1C1CCCCC1 | i | i |
| 18 | COCCNC(=O)/C(C#N)=c1\s/c(=C\c2ccccc2OC(F)F)c(=O)n1Cc1ccccc1 | i | i |
| 19 | CCn1c(SCC(N)=O)nnc1-c1ccco1 | i | i |
| 20 | CC(C(=O)NC1CC1)c1ncc(C(F)(F)F)cc1Cl (stereo unspecified) | i | i |
| 21 | O=C(NC(=S)Nc1ccc(Cl)cc1)c1ccccc1 | i | i |
| 22 | O=C(CCN1CCN(C/C=C/c2ccccc2)CC1)Nc1ccc(Cl)cc1 | i | i |
| 23 | COc1cccc(CNC(=O)CCNS(=O)(=O)c2ccc3[nH]c(=O)oc3c2)c1 | i | i |
| 24 | Cc1cccc(NC(=O)NCC(c2ccc(F)cc2)N2CCN(C)CC2)c1 (stereo unspecified) | i | i |
| 25 | COc1ccc(CCN(C)C(=O)CCNC(=O)c2ccc(Br)cc2)cc1OC | i | i |

Filtered by structure, the compounds so far with four or more nitrogen atoms.
| nr | Molecule | KCNQ2 inh | CHT inh |
| --- | --- | --- | --- |
| 3 | Cc1cccc(N2CCN(Cc3cc(=O)n4ccsc4n3)CC2)c1C | i | i |
| 7 | O=C(Cn1ncc2c(=O)oc3ccccc3c21)NCCN1CCN(c2ccccc2F)CC1 | i | i |
| 10 | Cc1cc(Nc2ccc(Br)cc2F)n2ncnc2n1 | i | i |
| 19 | CCn1c(SCC(N)=O)nnc1-c1ccco1 | i | i |
| 24 | Cc1cccc(NC(=O)NCC(c2ccc(F)cc2)N2CCN(C)CC2)c1 (stereo unspecified) | i | i |

Further entries.
| nr | Molecule | KCNQ2 inh | CHT inh |
| --- | --- | --- | --- |
| 26 | CCc1ccc(NC(=O)NCc2ccccn2)cc1 | i | i |
| 27 | CCNC(=S)N1CCC(C(=O)c2ccc3c(c2)OCCO3)CC1 | i | i |
| 28 | COc1cc(NC(=O)N[C@H](C(=O)O)C(C)C)cc(OC)c1 | i | i |
| 29 | Cc1ccnc(NC(=O)c2c(-c3ccccc3Cl)noc2C)c1 | i | i |
| 30 | COc1ccccc1C1CCN(Cc2cccc([N+](=O)[O-])c2)CC1 | i | i |
| 31 | CCOC(=O)c1sc(NC(=O)COC(=O)C(CCSC)NC(C)=O)nc1C (stereo unspecified) | i | i |
| 32 | CC(OC(=O)c1ccc2c(=O)n3c(nc2c1)CCCCC3)C(=O)Nc1ccc(Cl)cn1 (stereo unspecified) | i | i |
| 33 | CCOC(=O)c1c(CN2CCC(C)CC2)oc2ccc(OC)cc12 | i | i |
| 34 | Cc1cccc(OCCCn2ccnc2)c1 | i | i |
| 35 | COc1ccc(/C=C(/C#N)C(=O)Nc2cccnc2)cc1OC | i | i |
| 36 | COc1cccc(C2/C(=C(/O)c3ccc(F)cc3)C(=O)C(=O)N2CCN(C)C)c1 (stereo unspecified) | i | i |
| 37 | COc1ccc(-c2noc3c2-c2nc(-c4ccc(C)cc4)sc2CC3)cc1 | i | i |
| 38 | O=c1c(-c2nnc(SCc3ccc(Cl)c(Cl)c3)o2)cccn1Cc1ccccc1 | i | i |
| 39 | CCOC(=O)C1CCCN(CC(=O)Nc2cccc(C(C)=O)c2)C1 (stereo unspecified) | i | i |
| 40 | Cn1c(=O)c2[nH]c(-c3ccccc3O)nc2n(C)c1=O | i | i |
| 41 | O=C(CSC1=NC2(CCCCCC2)N=C1c1ccccc1)Nc1ccc2c(c1)OCCO2 | i | i |
| 42 | COc1ccc(C(=S)N2CCN(c3ccccc3C)CC2)cc1 | i | i |
| 43 | Cc1csc(NC(=O)C2CSC3(C)CCC(=O)N23)n1 (stereo unspecified) | i | i |
| 44 | O=C(Cc1ncc(C(F)(F)F)cc1Cl)N1CCN(c2ccccn2)CC1 | i | i |
| 45 | CC(Cl)C(=O)NC(=O)NC12CC3CC(CC(C3)C1)C2 (stereo unspecified) | i | i |
| 46 | COc1ccc(/C=C2\N=C(C(C)(C)C)OC2=O)c(OC)c1 | i | i |
| 47 | O=C(C1CCCCC1)N1CCC(c2nc3ccccc3[nH]2)CC1 | i | i |
| 48 | COc1ccc(C(=O)Nc2cccc(N(C)S(C)(=O)=O)c2)cc1OC | i | i |
| 49 | CO/N=C/C(=N\Nc1ccc(OC)cc1)C(=O)c1ccc(F)cc1 | i | i |
| 50 | COc1ccc(C(=O)NCCCOc2cccnc2)cc1OC1CCN(C(C)=O)CC1 | i | i |

Structures from the list above that contain two or more sulfur atoms (3):
| nr | Molecule | KCNQ2 inh | CHT inh |
| --- | --- | --- | --- |
| 11 | COc1ccc(N2C(=NC(=O)C3CCCO3)SC3CS(=O)(=O)CC32)cc1 (stereo unspecified) | i | i |
| 31 | CCOC(=O)c1sc(NC(=O)COC(=O)C(CCSC)NC(C)=O)nc1C (stereo unspecified) | i | i |
| 43 | Cc1csc(NC(=O)C2CSC3(C)CCC(=O)N23)n1 (stereo unspecified) | i | i |

Other structures
| nr | Molecule | KCNQ2 inh | CHT inh |
| --- | --- | --- | --- |
| 51 | CNc1c(NS(=O)(=O)c2ccc(C(C)(C)C)cc2)c(=O)oc2ccccc12 | i | i |
| 52 | Cc1ccc(C(=O)Nc2ccccc2-c2ccccc2)cc1S(=O)(=O)Nc1cccc(C)c1C | -7.88* | i |
| 53 | CCOc1ccc(OCCCC(=O)NC2=NCCS2)cc1 | i | i |
| 54 | O=C(NCc1ccc(Cl)cc1)Nc1ccc(F)cc1 | i | i |
| 55 | O=C(c1cc(COc2c(F)cccc2F)on1)N1C[C@H]2CC[C@H]1C2 | i | i |
| 56 | O=C(NCc1nnc(SCC(=O)N2CCN(c3ccccc3)CC2)o1)c1ccc(F)cc1 | i | i |
| 57 | O=C(c1nc2ccccn2c1CNCC1OCCc2ccccc21)N1CCOCC1 (stereo unspecified) | i | i |
| 58 | Cc1ccc(NC(=O)CC2SC(=Nc3ccc(O)cc3)NC2=O)cc1 (stereo unspecified) | i | i |
| 59 | CC1(C)Cc2cccc(OCC(=O)N3CCN(c4cccc(Cl)c4)CC3)c2O1 | i | i |
| 60 | C/C(=C\C(=O)C(F)(F)F)Nc1ccc(C(F)(F)F)cc1 | i | i |
| 61 | CCOc1ccccc1NC(=O)N1CCC(NC(=O)C2CCCCC2)CC1 | i | . |
| 62 | CC1(C)CC(=O)C/C(=N/NC(=O)COc2ccc(Cl)cc2Cl)C1 | i | i |
| 63 | O=C(NCc1ccncc1)Nc1ccccc1F | i | i |
| 64 | COCCN1C=C(C(=O)OC)C(c2ccc3c(c2)OCO3)C(C(=O)OC)=C1 | i | i |
| 65 | CCOC(CCn1c(SCC(=O)Nc2cc(C)on2)nc2ccccc2c1=O)OCC | i | i |
| 66 | O=C(CS(=O)(=O)c1ccccc1)Nc1nccs1 | i | i |
| 67 | CCc1cc2ccccc2nc1SCC(=O)NC1CCCC1 | i | i |
| 68 | O=C(/C=C/Nc1ccc(F)cc1)c1ccco1 | i | i |
| 69 | O=[N+]([O-])c1ccc(OCc2cccc(COc3ccc([N+](=O)[O-])cc3)n2)cc1 | i | i |
| 70 | CCNC(=O)CC1SC(=Nc2ccc(C)cc2)N(CC)C1=O (stereo unspecified) | i | i |
| 71 | CC(C)(O)C#Cc1ccc(C(=O)N2CCN(C(=O)c3ccco3)CC2)cc1 | i | i |
| 72 | Brc1cccc(OCCCCn2cncn2)c1 | i | i |
| 73 | CCOc1cc(Br)cc(C(c2c(C(=O)O)[nH]c3ccccc23)c2c(C(=O)O)[nH]c3ccccc23)c1O | i | i |
| 74 | Cc1ccccc1Nc1nc(N)nc(CSc2nncn2C)n1 | i | i |
| 75 | Cc1ccc(C)c(NC(=O)CNC(=O)N2CC(=O)Nc3ccccc32)c1 | i | i |

The final 4 compounds of the part before open the next one.
| nr | Molecule | KCNQ2 inh | CHT inh |
| --- | --- | --- | --- |
| 72 | Brc1cccc(OCCCCn2cncn2)c1 | i | i |
| 73 | CCOc1cc(Br)cc(C(c2c(C(=O)O)[nH]c3ccccc23)c2c(C(=O)O)[nH]c3ccccc23)c1O | i | i |
| 74 | Cc1ccccc1Nc1nc(N)nc(CSc2nncn2C)n1 | i | i |
| 75 | Cc1ccc(C)c(NC(=O)CNC(=O)N2CC(=O)Nc3ccccc32)c1 | i | i |
| 76 | Oc1cc2c(cc1CN1CCN(c3cccc(C(F)(F)F)c3)CC1)CCC2 | -7.26* | i |
| 77 | CSc1ccccc1NC(=O)c1cc(CC(C)C)on1 | i | i |
| 78 | Cc1ccc(C2C(C#N)=C(N)Oc3cc4c(cc32)OCO4)cc1 (stereo unspecified) | i | i |
| 79 | C=CCNC(=O)c1ccc(C(=O)c2ccccc2)cc1 | i | i |
| 80 | CCOc1ccc2nc(C)cc(Nc3ccc4c(c3)OCCO4)c2c1 | i | i |
| 81 | COc1ccc(S(=O)(=O)N2CCN(C(=O)CN3C(=O)NC(C)(c4ccc5ccccc5c4)C3=O)CC2)cc1 (stereo unspecified) | i | i |
| 82 | OC(CNCc1ccccc1)Cn1ccc2ccccc21 (stereo unspecified) | i | i |
| 83 | Cc1ccc(C)c(SCC(=O)NNC(=O)c2csc(N3CCOCC3)n2)c1 | i | i |
| 84 | C=CCNC(=S)N/N=C/c1ccc(C(F)(F)F)cc1 | i | i |
| 85 | CCNc1ccc(Br)cc(C(=O)/C=C/c2c(Cl)cccc2Cl)c1=O | i | i |
| 86 | O=C(c1cccs1)C1CCCN(Cc2nc(Cc3ccccc3F)no2)C1 (stereo unspecified) | i | i |
| 87 | COc1ccccc1Nc1nnc(C)c(=O)[nH]1 | i | i |
